NR2E3 ag-1: NR2E3 agonists in two-hybrid cells, primary screen, cell-based, luminescence, CHO-S, Gal4-NCOR/VP16-NR2E3; luciferase; inhibition of corepressor binding, % at 3.98 µM; 0.35% of 360,000 active; AID 602229, 2012;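 active = inhibition above the mean of all tested compounds plus 3 SD, cut at about 70% in these data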;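 note: 0% = DMSO with NR2E3 transfected cells and 100% = cells lacking NR2E3 construct; higher means lower luciferase signal from less NR2E3 corepressor binding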
Target sequence (Q9Y5X4 whole entry, looked up, the tested form may be a part): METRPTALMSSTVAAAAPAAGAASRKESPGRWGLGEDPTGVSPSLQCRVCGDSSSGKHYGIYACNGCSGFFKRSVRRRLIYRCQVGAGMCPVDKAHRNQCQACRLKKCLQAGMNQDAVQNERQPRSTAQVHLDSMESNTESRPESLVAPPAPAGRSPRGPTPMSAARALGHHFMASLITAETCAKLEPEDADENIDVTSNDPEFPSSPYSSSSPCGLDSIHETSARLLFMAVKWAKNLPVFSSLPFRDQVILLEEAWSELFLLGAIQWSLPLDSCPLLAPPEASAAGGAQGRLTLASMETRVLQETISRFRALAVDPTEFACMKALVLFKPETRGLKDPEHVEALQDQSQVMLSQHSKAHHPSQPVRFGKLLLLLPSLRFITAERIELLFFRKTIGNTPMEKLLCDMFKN
NR2E3 ag-2: inhibitors of NR2E3-RetCOR corepressor binding, primary screen, NR2E3 agonist project, biochemical, TR-FRET, GST-NR2E3, biotin-RetCOR. 1536-well. AID 2300, 2010. inhibition of corepressor binding, % at 4.78 µM. Photoreceptor-specific nuclear receptor (Homo sapiens), Q9Y5X4. 0.12% of 320,000 active;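 active = percent inhibition above the cutoff of mean plus 3 SD of all tested compounds, set per screening campaign, cut at about 20% in these data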;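 note: 0% = DMSO wells and 100% = biotin wells as full block of FRET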
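System: GST-tagged NR2E3 plus biotinylated RetCOR corepressor; Amount: 1.35 nM GST-tagged NR2E3 final; Dosing: single nominal compound dose of 4.8 µM; Schedule: 5 h incubation at 4 °C; Technique: TR-FRET with europium anti-GST and streptavidin-D2, 340 nm excitation; Controls: biotin wells as high control, 0.6% DMSO wells as low control.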
Peg3 prom inh: Peg3 promoter-driven luciferase inhibitors, primary screen, cell-based, HeLa, luciferase luminescence; 1.7% of 360,000 active; HeLa PEG-Prom luciferase reporter, overnight; inhibition, % at 20 µM;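 active = inhibition of at least 50% at 20 µM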
MITF TRPM1 inh: inhibitors of MITF-dependent TRPM1 promoter reporter, primary screen, cell-based, SK-MEL-5, single point, luciferase; 0.83% of 330,000 active; AID 488899, 2010; inhibition, % at 12.5 µM; SK-MEL-5 TRPM1 promoter luciferase, 24 h;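 active = mean inhibition across replicates of 60% or more, whatever share of single replicates reaches that level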; note: values of inactives mirror those of a sister screen read the other way
PDI inh: inhibitors of human PDI, primary screen, biochemical, turbidity, single point, plate reader; Protein disulfide-isomerase (Homo sapiens), P07237; PDI insulin aggregation turbidity, A650, 90 min; inhibition, % at 10 µM; 0.052% of 350,000 active; AID 588391, 2011;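 active = mean inhibition across replicates of 30% or more, whatever share of single replicates reach that level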;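 note: absorbance from insulin aggregation driven by PDI reduction with DTT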
HTR2A ag: mouse Htr2a agonists via beta-arrestin recruitment, primary screen, cell-based, luminescence; 5-hydroxytryptamine receptor 2A (Mus musculus), P35363; activation, % at 7.6 µM; CHO-K1 mHTR2A beta-arrestin complementation; percent of 30 µM serotonin response; 0.66% of 360,000 active; AID 624169, 2012;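 active = activation above a run cutoff, the mean activation of all tested compounds plus 3 SD, cut at about 14% in these data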;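 note: 0% = plate median of compound wells and 100% = 30 µM serotonin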
Target sequence (P35363 whole entry, looked up): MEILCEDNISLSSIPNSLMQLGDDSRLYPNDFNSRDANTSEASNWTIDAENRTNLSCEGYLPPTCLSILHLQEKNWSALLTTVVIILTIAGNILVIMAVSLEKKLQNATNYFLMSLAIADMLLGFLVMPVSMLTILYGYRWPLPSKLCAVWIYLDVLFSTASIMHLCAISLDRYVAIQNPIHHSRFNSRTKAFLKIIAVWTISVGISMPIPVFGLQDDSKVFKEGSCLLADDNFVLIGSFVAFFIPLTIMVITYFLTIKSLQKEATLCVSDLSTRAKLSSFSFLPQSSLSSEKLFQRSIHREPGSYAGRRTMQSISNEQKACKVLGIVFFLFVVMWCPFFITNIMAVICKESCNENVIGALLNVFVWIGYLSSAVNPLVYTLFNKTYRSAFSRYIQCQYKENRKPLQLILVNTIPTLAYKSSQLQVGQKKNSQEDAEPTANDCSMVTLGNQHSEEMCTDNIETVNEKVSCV
HIF-2a inh: HIF-2a reporter inhibitors, primary screen, luminescence, 786-0 RCC cells; AID 624352, 2012; 786-0 RCC cells HIF-2a reporter, luciferase luminescence, overnight; 0.72% of 360,000 active; inhibition, % at 18.8 µM;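 active = inhibition of the luminescence signal of 40% or more relative to plate controls, in a single-dose primary screen at 18.75 µM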
Cardio protect: cardioprotection against H2O2-induced cell death, primary screen, uHTS, H9c2 cells, ATPLite luminescence | H9c2 cardiomyocytes, H2O2 injury protection, 2 h | 0.63% of 360,000 active | AID 588492, 2011 | protection from H2O2 cell death, % at 20 µM;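 active = compounds giving at least 50% protection of heart cells from peroxide-induced death in the single-dose screen, raw or plate-pattern-corrected value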;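 note: 0% = DMSO wells with peroxide and 100% = DMSO wells without peroxide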
Shn3 inh set2: reduction of Shn3 3'UTR firefly luciferase signal, primary screen, Schnurri-3 inhibitor project, cell-based, Clone20 osteoblasts, set 2 | Clone20 osteoblast Shn3 3'UTR firefly luciferase, 24 h | inhibition, % at 12.5 µM | 0.52% of 360,000 active;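 active = mean inhibition of at least 75% with every replicate also reaching 75%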;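 note: 0% = median of neutral control wells and 100% = pilot-screen positive control compound; some compounds past the cut are filed as inactive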
hiPSC survival: enhancers of single-cell hiPSC survival, primary screen, ATPlite luminescence; 100% = ROCK inhibitor wells, 0% = DMSO; survival enhancement, % at 20 µM; 0.044% of 360,000 active; AID 602274, 2012; in the data active = survival enhancement above about 18%;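 note: cells exposed to compounds for 16 hours before the ATP read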
CaV13 ICDI inh: Disruptors of the CACNA1D IQ motif to Ca2+-dependent inactivation inhibitor domain association, primary screening, Förster resonance energy transfer in intact living … | HEK cells, CFP/YFP FRET ICDI-IQ, plate reader, 10 min; percent FRET-ratio fall versus neutral wells | inhibition, % at 12.3 µM | 0.098% of 340,000 active;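 active = mean replicate inhibition of at least 30% and at least 1% of replicates passing that level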;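 note: 0% = median of the neutral control wells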
* marks the source's active call; other numbers are inactive results; . = no result given.

SMILES	NR2E3 ag-1	NR2E3 ag-2	Peg3 prom inh	MITF TRPM1 inh	PDI inh	HTR2A ag	HIF-2a inh	Cardio protect	Shn3 inh set2	hiPSC survival	CaV13 ICDI inh
Cc1ccc(NC(=O)CSc2nnc(-c3ccco3)o2)cc1	-13	0	-35	-16	2	0	-24	5	-14	-0.4	-7
N#CCC1c2ccccc2CCN1C(=O)Nc1ccc(C(F)(F)F)cc1 (configuration not stated)	-4	3	5	4	6	1	19	-8	-20	-2.0	-3
O=S1(=O)CCC(NC(=S)Nc2ccc(Cl)cc2)C1 (configuration not stated)	-12	-2	-111	-2	1	-7	8	9	-1	1.3	-4
O=C(CN1C(=O)c2ccccc2S1(=O)=O)NCCSCc1c(F)cccc1Cl	-12	1	11	15	-4	-6	0	2	-4	-0.3	-2
O=C(CSc1nc2ccccc2[nH]1)NCCc1ccc(Cl)cc1	13	0	11	4	6	-5	14	-3	-1	-2.0	-17
CC(=O)c1ccc(NC(=O)CSc2nc(=O)n3cccc(C)c3n2)cc1	1	-3	-13	-10	11	2	-18	2	14	-0.4	-5
CCCc1cc(=O)oc2c(C)c(OCC(=O)N3CCC[C@@H]3C(=O)O)ccc12	-40	2	2	-1	.	2	12	-1	2	-4.0	.
CCCCN(C(=O)c1ccc2ccccc2c1)c1c(N)n(CCCC)c(=O)[nH]c1=O	-8	3	-5	3	-6	-4	1	2	-12	-0.4	-6
COc1ccc([C@H]2CC(=O)C=C(c3cccc(OC(F)(F)F)c3)C2)cc1	-4	3	-5	-7	3	1	-10	-8	3	-2.0	-5
CCC(=O)N1CCc2cc(Br)cc(S(=O)(=O)N3CCC(C(=O)NC(C)C)CC3)c21	-10	1	11	-5	15	0	23	-1	1	0.0	-3
CCCN1CCc2nc(SCC(=O)Nc3ccc(C)c(Cl)c3)[nH]c(=O)c2C1	-15	-1	20	.	.	4	8	6	2	-0.1	-7
CC(NC(=O)CSc1nc2sc3c(c2c(=O)n1-c1ccccc1)CCCC3)c1ccccc1 (configuration not stated)	-9	3	11	-5	19	5	9	6	12	-1.6	-10
O=C(CCN1CCN(S(=O)(=O)c2ccc(Br)cc2)CC1)Nc1ccccc1F	-6	0	-1	-1	1	-1	9	1	8	2.0	-3
N#CCC(=O)N/N=C/c1c2ccccc2cc2ccccc12	-39	.	4	14	1	-5	13	8	4	0.0	-6
Cc1ccc(N2C(=N)/C(=C3/Nc4ccccc4S3)C(c3ccccc3)C2=O)cc1 (configuration not stated)	3	1	-42	-3	5	0	-75	-12	-22	-2.8	-3
CCOC(=O)N1CCC(N2C(=O)c3ccccc3C2=O)CC1	-45	1	-2	.	.	6	1	-7	3	0.3	-6
CCOc1ccccc1CN1CCC(CO)(CCOc2ccccc2)CC1	-21	-3	-16	-8	-1	-8	12	3	-9	1.1	-5
Cc1ccc(C)c(NC(=O)Cn2nnc(-c3ccc(N4CCOCC4)cc3)n2)c1	-13	5	-18	-12	0	-1	6	-5	2	-1.8	-7
CC(C)(C)OC(=O)N1CCC(C(=O)Nc2ccc(C(=O)NCCc3ccccc3)cc2)CC1	-50	.	-73	-1	-4	5	-59	-5	-1	-0.8	-6
CCOc1ccc(C(C)=O)cc1CSC(=N)N	-54	1	4	-33	6	-7	2	-7	26	-0.6	-1
O=C(C[N+]12CC[N+](CC(=O)c3ccc(F)cc3)(CC1)CC2)c1ccc(F)cc1	-12	1	2	7	-1	-4	5	9	-22	-0.4	-14
O=C(CSc1cn(CC(=O)N2CCOCC2)c2ccccc12)N1CCOCC1	0	2	-4	11	0	1	8	1	4	-0.3	-5
CC(C)C(=O)Nc1ccc(NC(=O)c2cccc(F)c2)cn1	-44	3	-169	-70	-11	-5	-181	3	-28	-3.9	-5
CC(=O)Oc1cccc(C(=O)Nc2c[nH]c(=O)[nH]c2=O)c1	20	3	3	-3	17	5	13	10	-1	-0.4	-7
COCC(=O)Nc1cc(OC)c(Cl)cc1OC	-15	2	-2	7	-5	-2	25	-1	-7	-2.8	-6
CCOCCc1c(O)nc(SCC(=O)NCc2ccco2)[nH]c1=O	-1	5	0	14	6	1	11	2	10	4.0	-4
COc1ccc(C(C(=O)NC2CCCC2)N(CCCO)C(=O)Cn2nnc(-c3ccc(C)o3)n2)cc1 (configuration not stated)	4	-1	-2	8	6	6	-1	3	2	2.5	-2
CS(=O)(=O)NN1C(=O)c2ccccc2NC1c1ccccc1 (configuration not stated)	13	4	-12	2	16	4	11	1	3	0.4	-3
CCC(C)NS(=O)(=O)c1ccc(OCC(=O)NCc2cccnc2)cc1 (configuration not stated)	6	3	6	9	1	-4	12	-3	24	1.9	-5
O=C(CCCCC(=O)OCC1COCO1)OCC1COCO1 (configuration not stated)	-4	.	17	-13	4	1	-1	-5	-20	2.5	-5
CC(C)(O)C#Cc1ccc(C(=O)N2CCN(c3ccc(Cl)cc3)CC2)cc1	-41	3	5	15	21	4	6	-4	8	-3.2	0
CCOC(=O)C1CCN(S(=O)(=O)c2ccc(-c3ccccn3)s2)CC1	5	1	20	.	0	-3	18	-5	12	0.2	-3
OC1(c2ccc3c(c2)OCO3)CCN(Cc2ccccn2)CC1	-9	1	-3	-11	-7	-1	15	0	0	-0.5	-8
CSc1ccc(/C=C(/NC(=O)c2ccco2)C(=O)N2CCCCCC2)cc1	-18	0	21	13	2	-1	2	2	6	0.4	-10
CN=C1NN=C(c2cc(C)n(-c3ccc(Cl)cc3)c2C)CS1	-51	1	-133	-28	-1	-1	-120	-11	-21	-0.8	-8
Cc1cccc(N2CC(C(=O)Nc3cccc(S(=O)(=O)N4CCCCC4)c3)CC2=O)c1C (configuration not stated)	5	1	15	17	12	-4	14	-15	44	-0.1	-5
Cc1cnc(CN(C)C(=O)c2cc(COc3c(F)cccc3F)on2)[nH]1	0	-4	7	6	-1	2	10	2	10	0.7	-2
Cc1ccc(C(=O)Nc2ccccc2NC(=O)c2ccc(C)o2)o1	-9	-1	3	8	-14	-9	4	16	4	-1.5	.
COc1cccc(CN2C(=O)CN(C3CCCCC3)C(=O)C2c2ccc(F)cc2)c1 (configuration not stated)	-3	-3	20	0	-3	-2	15	0	17	0.5	-8
Cc1cc(OC(C)C(=O)NCCN2CCOCC2)c2c(C)cc(=O)oc2c1 (configuration not stated)	-13	-2	10	-1	-4	-2	2	-2	5	0.4	-16
NS(=O)(=O)c1ccc(CCNC(=O)NC2CCCCC2)cc1	7	-2	0	1	0	-1	12	5	3	0.1	-2
OCc1cccc(-c2csc(C(O)c3ccco3)n2)c1 (configuration not stated)	-27	.	-32	.	0	1	-69	-12	-24	1.2	-6
Cc1nc2ccccc2n1CCC(=O)O	-20	0	2	7	6	-1	17	4	2	7.7	-4
CC(=O)O/N=C(\N)Cc1ccc(-c2csnn2)cc1	13	0	14	0	-13	-3	11	4	8	0.2	-21
CNC(=O)CSc1nc2[nH]ncc2c(=O)[nH]1	-13	-1	-6	-11	3	0	16	0	-3	-2.5	-2
Cn1nc(C(F)(F)F)c(-c2cccc(C(F)(F)F)c2)c1NC(=O)c1ccco1	24	-1	6	12	16	10	14	3	-2	-0.2	-21
Cc1ccc(NC(=O)C2CCCN2S(=O)(=O)c2ccc3c(c2)n(C)c(=O)c(=O)n3C)c(C)c1 (configuration not stated)	-27	1	-2	2	2	-2	18	11	-67	0.7	-3
CC(=O)c1cc(CC=C(C)C)c(O)c(CC=C(C)C)c1O	12	2	18	5	-3	2	8	-16	17	11	-3

Among those listed so far, seven contain an NH in an aromatic ring.
SMILES	NR2E3 ag-1	NR2E3 ag-2	Peg3 prom inh	MITF TRPM1 inh	PDI inh	HTR2A ag	HIF-2a inh	Cardio protect	Shn3 inh set2	hiPSC survival	CaV13 ICDI inh
O=C(CSc1nc2ccccc2[nH]1)NCCc1ccc(Cl)cc1	13	0	11	4	6	-5	14	-3	-1	-2.0	-17
CCCCN(C(=O)c1ccc2ccccc2c1)c1c(N)n(CCCC)c(=O)[nH]c1=O	-8	3	-5	3	-6	-4	1	2	-12	-0.4	-6
CCCN1CCc2nc(SCC(=O)Nc3ccc(C)c(Cl)c3)[nH]c(=O)c2C1	-15	-1	20	.	.	4	8	6	2	-0.1	-7
CC(=O)Oc1cccc(C(=O)Nc2c[nH]c(=O)[nH]c2=O)c1	20	3	3	-3	17	5	13	10	-1	-0.4	-7
CCOCCc1c(O)nc(SCC(=O)NCc2ccco2)[nH]c1=O	-1	5	0	14	6	1	11	2	10	4.0	-4
Cc1cnc(CN(C)C(=O)c2cc(COc3c(F)cccc3F)on2)[nH]1	0	-4	7	6	-1	2	10	2	10	0.7	-2
CNC(=O)CSc1nc2[nH]ncc2c(=O)[nH]1	-13	-1	-6	-11	3	0	16	0	-3	-2.5	-2

Compound activity from PubChem.
